FadD28 binding = inhibitors of Mycobacterium tuberculosis FadD28 bisubstrate binding | inhibition, % at 12.5 µM | 360,000 tested, 0.22% active | FadD28 bisubstrate probe binding, fluorescence polarization; in the data active = inhibition above about 8.5%, passing the limit was not always enough; inconclusive = no clear call, values can overlap the other calls
Mtb FBA inh = inhibitors of M. tuberculosis fructose-bisphosphate aldolase | purified M. tuberculosis FBA, fluorescence read-out | inhibition, % at 1 µM | 360,000 tested, 2.3% active | AID 588726; in the data active = inhibition above about 27%;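 note: 0% = vehicle and 100% = reference inhibitor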
GDH-TPI inh = GDH-TPI coupled enzyme inhibition counter-screen; 360,000 tested, 1.2% active; AID 588335; GDH-TPI coupled enzyme counterscreen, NADH absorbance; inhibition, % at 4.8 µM; in the data active = inhibition above about 30%;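 note: 0% = DMSO wells and 100% = wells lacking the enzyme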
PfHsp40 yeast = restores yeast growth despite PfHsp40 toxicity. AID 504582. growth rescue, % at 12.5 µM. S. cerevisiae expressing PfHsp40, growth rescue, ATP luminescence. 340,000 tested, 0.68% active; in the data active = growth rescue above about 28%, passing the limit was not always enough; inconclusive = no clear call, values can overlap the other calls;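 note: yeast W303a lacking pdr1 and pdr3 grown in galactose medium; growth measured after three days at 30 °C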
BoNT-A LC inh2 = blocks Botulinum neurotoxin A light chain protease. multiplex microsphere protease substrate cleavage, flow cytometry. inhibition, % at 10 µM. 360,000 tested, 0.17% active; note: plate controls were buffer without enzyme for full effect and enzyme alone for no effect
Mtb UGM inh = inhibitors of M. tuberculosis UDP-galactopyranose mutase | inhibition, % at 10 µM | 320,000 tested, 0.06% active | AID 504406 | purified UGM, fluorescence polarization probe displacement; in the data active = inhibition above about 10%, passing the limit was not always enough; inconclusive = no clear call, values can overlap the other calls
Anthrax LF inh2 = inhibitors of Bacillus anthracis lethal factor protease; multiplex microsphere protease cleavage assay, LF; 360,000 tested, 0.12% active; P15917; AID 588501; inhibition, % at 10 µM; note: plate controls were buffer without enzyme for full effect and enzyme alone for no effect
Target sequence (P15917 whole entry, looked up): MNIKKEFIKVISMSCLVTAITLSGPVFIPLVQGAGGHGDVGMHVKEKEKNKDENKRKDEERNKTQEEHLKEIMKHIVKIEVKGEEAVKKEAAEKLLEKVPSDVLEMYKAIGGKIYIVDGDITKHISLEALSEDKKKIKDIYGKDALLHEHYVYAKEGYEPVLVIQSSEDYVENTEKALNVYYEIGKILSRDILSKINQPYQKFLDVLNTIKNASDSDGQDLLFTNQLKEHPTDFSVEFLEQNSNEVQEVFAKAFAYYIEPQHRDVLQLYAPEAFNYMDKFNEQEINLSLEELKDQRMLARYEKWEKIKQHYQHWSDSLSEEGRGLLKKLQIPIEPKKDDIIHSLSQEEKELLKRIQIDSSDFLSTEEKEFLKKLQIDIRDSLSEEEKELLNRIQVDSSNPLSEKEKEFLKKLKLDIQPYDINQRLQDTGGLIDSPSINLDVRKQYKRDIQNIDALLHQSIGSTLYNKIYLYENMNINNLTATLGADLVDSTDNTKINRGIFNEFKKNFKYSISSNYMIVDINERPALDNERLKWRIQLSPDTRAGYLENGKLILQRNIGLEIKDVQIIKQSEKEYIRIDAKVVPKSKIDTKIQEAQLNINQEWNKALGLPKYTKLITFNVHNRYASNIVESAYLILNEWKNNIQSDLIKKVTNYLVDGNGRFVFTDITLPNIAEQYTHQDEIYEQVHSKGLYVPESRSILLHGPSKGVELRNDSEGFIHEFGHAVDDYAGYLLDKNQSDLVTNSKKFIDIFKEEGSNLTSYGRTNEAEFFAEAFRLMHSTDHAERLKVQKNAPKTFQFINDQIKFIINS
BoNT-F LC inh = blocks Botulinum neurotoxin F light chain protease. 360,000 tested, 0.22% active. AID 588497. inhibition, % at 10 µM. Multiplex microsphere protease cleavage assay, flow cytometry; in the data active = inhibition above about 35%, passing the limit was not always enough; inconclusive = no clear call, values can overlap the other calls; note: plate controls were buffer without enzyme for full effect and enzyme alone for no effect
BioA inh = BioA (M. tuberculosis) enzyme inhibition. purified M. tuberculosis BioA enzyme, plate reader. inhibition, % at 9.99 µM. 360,000 tested, 0.096% active; in the data active = inhibition above about 40%; inconclusive = no clear call, values can overlap the other calls
Starred values were filed as active, the others as inactive; ? = inconclusive; . = no result given; & = joins results of further samples. Cut-off read from the data, not from the text of the source, unless noted: active = inhibition above about 30%; inconclusive = no clear call, values can overlap the other calls; inactive = below that.

1. Cc1nc(C)c(C(=O)C2=C(O)C(=O)N(CCN(C)C)C2c2ccccc2)s1 (configuration not stated)
2. O=C(NC1CCCCCCC1)C1=COCCO1
3. COc1ccc(N2CCN(CCNC(=O)CCN3C(=O)COc4ccccc43)CC2)cc1
4. CN1CCCC(C(=O)c2ccccc2)C1 (configuration not stated)
5. COc1ccc(CNC(=O)C2CCCN(S(=O)(=O)c3ccc(Br)s3)C2)cc1 (configuration not stated)
6. CCOc1ccc(S(=O)(=O)N2CCN(C(=S)NC3CC3)CC2)cc1
7. Cc1csc(SCC(=O)NC(=O)NCc2ccccc2)n1
8. CC1CC(OCC(O)C[N+]2(C)CCOCC2)CC(C)(C)C1 (configuration not stated)

entry no.	1	2	3	4	5	6	7	8
FadD28 binding	-2.5	-0.5	-3.3	-1.1	-1.9	-3.1	-3.6	-3.6
Mtb FBA inh	-1	0	-1	0	0	5	-7	-6
GDH-TPI inh	8	-5	-4	-7	4	-1	-8	2
PfHsp40 yeast	-0.3	-0.6	-0.5	-0.9	-0.3	-0.1	5.9	-0.7
BoNT-A LC inh2	1.1	-0.9	-0.5	-1.2	-2.0	-1.9	0.4	0.2
Mtb UGM inh	0.1	-0.1	-1.0	-2.3	-3.6	-0.9	-1.5	-4.6
Anthrax LF inh2	1	-2	-6	-2	0	-1	-4	0
BoNT-F LC inh	9	-2	-8	0	-8	-6	14	2
BioA inh	-0.6	-0.2	0.0	-0.8	-2.6	.	-0.4	.

9. CC12CCC(C(=O)NC3CCCC3)(CC1=O)C2(C)C (configuration not stated)
10. O=C(CCS(=O)(=O)c1ccccc1)Nc1cccc(-c2nc3ccccc3s2)c1
11. Nc1nc2cc3ccccc3cc2[nH]c1=O
12. C=CCc1ccc(OCCCCN2CC(C)CC(C)C2)c(OC)c1 (configuration not stated)
13. COc1ccc(Nc2nnc(SCC(=O)NC3CCCC3)s2)cc1
14. COc1ccc(/C=C(\NC(=O)c2ccc(OC)cc2)C(=O)N2CCCCC2)cc1
15. COc1cc(C(=O)NCC(=O)OCC(=O)c2cccc3ccccc23)cc(OC)c1OC
16. COc1ccc(-n2c(-c3ccccc3)nnc2-c2ccc(Cl)cc2)cc1

entry no.	9	10	11	12	13	14	15	16
FadD28 binding	-1.9	-8.7	-0.4	-1.8	-1.3	-2.3	-2.7	-1.6
Mtb FBA inh	2	0	2	-1	0	0	2	2
GDH-TPI inh	7	-1	11	-3	2	7	0	9
PfHsp40 yeast	0.9	-0.5	-0.3	0.2	.	-1.5	1.2	-1.3
BoNT-A LC inh2	-0.1	0.5	-1.2	0.4	-0.2	-1.1	-0.5	0.4
Mtb UGM inh	0.4	-2.9	1.9	-2.5	.	-0.4	0.9	1.0
Anthrax LF inh2	-3	0	0	-10	5	-25	1	1
BoNT-F LC inh	-2	4	-8	-3	-3	-16	-3	0
BioA inh	-3.0	-0.7	-1.4	-1.3	0.2	3.6	-1.8	-1.8

17. O=C(Cc1ccccc1)NCc1ccccn1
18. NC(=S)n1[nH]c(-c2ccc([N+](=O)[O-])cc2)c(N=Nc2cccc([N+](=O)[O-])c2)c1=O
19. OCCN1CCN(Cc2cccc(Oc3ccc(Cl)cc3)c2)CC1
20. CCn1c(SCC(=O)Nc2cccc(C(C)=O)c2)nnc1C(C)C
21. COc1ccnc(Oc2cccc(C(F)(F)F)c2)c1C(=O)N/C=N/OCc1ccccc1F
22. CCOc1cc(NC(=O)C2CC2)c(OCC)cc1NC(=O)c1cccc(F)c1
23. Cc1ccc(/C=C2/C(=O)NC(=O)N(CC3CCCO3)C2=O)s1 (configuration not stated)
24. Cn1c(=O)cc(OCCCC(=O)NCc2ccc3c(c2)OCO3)c2ccccc21

entry no.	17	18	19	20	21	22	23	24
FadD28 binding	-0.8	?	-2.6	-2.5	-1.0	-2.1	-4.1	-2.5
Mtb FBA inh	3	-1	-3	1	-5	-1	-9	2
GDH-TPI inh	0	25	-12	-4	-3	10	2	-3
PfHsp40 yeast	0.5	-0.2	1.1	-0.2	6.3	-0.9	0.0	-0.3
BoNT-A LC inh2	0.5	-0.1	1.1	1.4	0.0	-0.8	-0.3	0.3
Mtb UGM inh	-1.0	.	1.0	-0.3	-0.8	0.0	0.5	-0.2
Anthrax LF inh2	-3	-5	-1	-1	-2	-2	1	-3
BoNT-F LC inh	-12	0	1	?	3	-2	2	0
BioA inh	0.0	.	0.2	0.0	0.6	-0.2	.	-1.7

An excerpt of these results, with two lines to a compound:
Order of results – FadD28 binding, Mtb FBA inh, GDH-TPI inh, PfHsp40 yeast, BoNT-A LC inh2, Mtb UGM inh, Anthrax LF inh2, BoNT-F LC inh, BioA inh
(9) CC12CCC(C(=O)NC3CCCC3)(CC1=O)C2(C)C (configuration not stated)
  -1.9, 2, 7, 0.9, -0.1, 0.4, -3, -2, -3.0
(10) O=C(CCS(=O)(=O)c1ccccc1)Nc1cccc(-c2nc3ccccc3s2)c1
  -8.7, 0, -1, -0.5, 0.5, -2.9, 0, 4, -0.7
(11) Nc1nc2cc3ccccc3cc2[nH]c1=O
  -0.4, 2, 11, -0.3, -1.2, 1.9, 0, -8, -1.4

Next part
25. O=C(/C=C/c1ccc(OC(F)F)cc1)OCC(=O)N1CCC(c2ccccc2)=N1
26. c1ccc(Cc2nc3ccccc3n2Cc2ccccc2)cc1
27. COc1cc(-c2cc(NC=O)c3ncc(-c4ccc(F)cc4)n3c2)cc(OC)c1OC
28. NC(=O)C(c1ccc(Cl)cc1)c1ccc(Sc2ccccc2)nn1 (configuration not stated)
29. O=C(O)CN(c1ccccn1)S(=O)(=O)c1ccccc1
30. O=C(NCCc1nnc2ccccn12)c1cccs1
31. COc1ccc(Nc2nc(N)nc(C(F)(F)F)n2)c(OC)c1
32. Cn1cc(C2N3CC4(C)CN2CC(C)(C3)C4=O)c2ccccc21 (configuration not stated)

entry no.	25	26	27	28	29	30	31	32
FadD28 binding	.	-1.3	-4.2	-2.2	-0.2	0.0	-1.5	-2.2
Mtb FBA inh	-1	4	3	-4	36*	-1	0	-1
GDH-TPI inh	2	5	4	-1	0	-3	-5	-13
PfHsp40 yeast	1.1	3.1	.	-0.3	0.1	-1.7	-0.3	0.8
BoNT-A LC inh2	-4.0	-2.8	0.6	0.0	-0.9	-2.0	5.5	-1.2
Mtb UGM inh	-1.5	-1.8	.	0.5	-0.8	3.6	2.9	0.9
Anthrax LF inh2	-6	-2	0	-6	-4	0	-9	-5
BoNT-F LC inh	-5	-14	0	5	-30	-2	6	-2
BioA inh	-1.8	2.4	3.6	37	-0.8	0.5	0.2	0.4

Compound profiles, from the list above.
O=C(O)CN(c1ccccn1)S(=O)(=O)c1ccccc1 is listed with FadD28 binding = -0.2; Mtb FBA inh = 36*; GDH-TPI inh = 0; PfHsp40 yeast = 0.1; BoNT-A LC inh2 = -0.9; Mtb UGM inh = -0.8; Anthrax LF inh2 = -4; BoNT-F LC inh = -30; BioA inh = -0.8
COc1ccc(Nc2nc(N)nc(C(F)(F)F)n2)c(OC)c1 is listed with FadD28 binding = -1.5; Mtb FBA inh = 0; GDH-TPI inh = -5; PfHsp40 yeast = -0.3; BoNT-A LC inh2 = 5.5; Mtb UGM inh = 2.9; Anthrax LF inh2 = -9; BoNT-F LC inh = 6; BioA inh = 0.2

The list continues:
33. Cc1ccc(OCC(=O)NC(=S)Nc2cccc(NC(=O)c3ccccc3)c2)cc1
34. O=[N+]([O-])c1ccc(NC2CCCC2)cc1
35. CC(C)N=C(NC#N)SCc1ccccc1F
36. CCN(CC(=O)Nc1c(F)cccc1F)C(=O)c1ccc(C)c(S(=O)(=O)N2CCCCC2)c1
37. Cc1ccccc1C(=O)c1cccn1CC(=O)N1CCCCCC1
38. CCN(CC(=O)N(CC(C)C)c1c(N)n(CC(C)C)c(=O)[nH]c1=O)Cc1nc2ccccc2c(=O)[nH]1
39. COc1cc2cc(CN(CCCO)S(=O)(=O)c3ccccc3)c(=O)[nH]c2cc1OC
40. CCCCN(CCCC)CCC(O)c1cc2c(Cl)cc(Cl)cc2c2cc(C(F)(F)F)ccc12 (configuration not stated)

entry no.	33	34	35	36	37	38	39	40
FadD28 binding	0.4	-0.9	-1.0	-0.4	-0.8	-3.5	-3.8	-2.5
Mtb FBA inh	-1	-9	3	0	2	1	55*	-1
GDH-TPI inh	9	10	12	1	12	-1	37*	12
PfHsp40 yeast	0.2	1.1	0.1	0.0	-1.6	-0.4	-0.9	25
BoNT-A LC inh2	1.3	0.9	-0.9	1.0	.	-0.6	0.5	0.5
Mtb UGM inh	-0.4	-2.4	-0.4	-0.7	-1.6	-3.2	-0.2	0.4
Anthrax LF inh2	0	2	-1	-4	.	1	3	-15
BoNT-F LC inh	7	4	7	-8	.	-6	-4	-4
BioA inh	-1.4	-0.7	1.5	1.8	.	.	1.9	-1.0

41. O=C(c1cccc(S(=O)(=O)N2CCOCC2)c1)N1CCN(c2ncccn2)CC1
42. COC(=O)C1=C(C)NC(C)=C([N+](=O)[O-])C1c1ccccc1C(F)(F)F (configuration not stated)
43. COc1ccc(CC2C(=O)NC(=O)NC2=O)c(OC)c1
44. CC(=O)N(c1ccc2oc(=O)sc2c1)S(=O)(=O)c1cccc2cccnc12
45. COc1ccc(C(c2nnnn2Cc2ccc(F)cc2)N2CCN(c3ccccc3)CC2)cc1 (configuration not stated)
46. COC(=O)Nc1ccc(S(=O)(=O)N(C)CC(F)(F)C(F)F)cc1
47. Nc1ncccc1OCc1ccc(Cl)c(Cl)c1
48. CCOCCCn1c(=N)c(S(=O)(=O)c2ccccc2)cc2c(=O)n3cc(C)ccc3nc21

entry no.	41	42	43	44	45	46	47	48
FadD28 binding	-1.3	-6.8&-5.0	-1.6	-4.5	-4.8	0.9	-1.4	-3.4
Mtb FBA inh	3	-6&-4	-1	0	4	5	2	6
GDH-TPI inh	15	10&-3	-4	-13	6	9	-5	3
PfHsp40 yeast	.	-1.1&-1.1	-0.1	0.3	-1.0	-1.4	-0.6	-0.6
BoNT-A LC inh2	-0.2	-0.8&-0.2	-1.1	-2.4	-0.2	-0.6	.	0.5
Mtb UGM inh	.	-1.0&2.1	3.5	1.5	1.3	0.7	1.6	-0.5
Anthrax LF inh2	-5	-5&3	5	6	-2	1	.	-7
BoNT-F LC inh	-3	0&2	-8	-22	-7	25	.	-6
BioA inh	0.4	1.3&3.6	-0.6	-0.3	1.0	.	1.0	1.7

49. Cc1c(NS(=O)(=O)c2cccc(C(=O)OCC(=O)c3ccc(Cl)cc3)c2)c(=O)n(-c2ccccc2)n1C
50. CCCCOC(=O)C1C2CCC(O2)C1C(=O)OCC (configuration not stated)
51. COc1ccc([N+](=O)[O-])cc1NC(=O)COC(=O)C=C(C)C
52. O=S(=O)(c1ccc2ccccc2c1)N1C=CC(C(F)(F)F)=NCC1

entry no.	49	50	51	52
FadD28 binding	-1.3	-3.7	1.9	-0.7
Mtb FBA inh	-1	-2	6	86*
GDH-TPI inh	0	-12	14	10
PfHsp40 yeast	0.4	-2.1	-0.1	0.5
BoNT-A LC inh2	.	-0.5	0.5	-0.6
Mtb UGM inh	.	.	-3.5	3.2
Anthrax LF inh2	.	4	-8	-3
BoNT-F LC inh	.	-2	-10	-13
BioA inh	0.5	.	.	-2.6

High-throughput results as filed in PubChem.
